RNase H inhibition – RNase H inhibition, HIV 1 Gag Pol polyprotein, FRET biochemical assay, screening (AID 372). HIV-1 RT RNase H, FRET RNA/DNA substrate fluorescence; higher % means a stronger effect. inhibition, % at 10 µM, or IC50 in µM where a hit was titrated. 100,000 tested, 0.77% active; in the data active = inhibition above about 50%
* = called active by the depositor. This is a subset; the hit share may differ from the screen's.

#	Structure	RNase H inhibition
1	CCCCNCCCCOc1ccccc1CC	0%
2	COc1cccc(OCCCCN2CCCCC2)c1	4%
3	CCCCCCCCNC(=O)CCC(=O)O	2%
4	c1ccc(-c2nnc(-c3cccc(-c4nnc(-c5ccccc5)o4)c3)o2)cc1	7%
5	O=c1c(-c2ccc(Cl)cc2)c(C(F)(F)F)oc2cc(O)ccc12	0%
6	COc1ccc2ccccc2c1C=Nc1ccc(Cl)c(Cl)c1	24%
7	O=[N+]([O-])c1ccc2c(c1)S(=O)(=O)N=C2Nc1ccc(Br)cc1	9%
8	CC/C(=N\NC(=O)c1cccc(F)c1)c1ccccc1	5%
9	CCC(=O)Nc1cccc(NC(=O)c2ccc(C(C)(C)C)cc2)c1	9%
10	COc1ccc(OC)c(C=NN2CCN(Cc3ccc(C)cc3C)CC2)c1	10%
11	O=C(/C=C/Nc1ccccc1NS(=O)(=O)c1ccccc1)c1ccc2c(c1)OCO2	0%
12	CCOC(=O)c1c(CSc2ccccc2)n(C)c2cc(Br)c(O)c(CN(C)C)c12	2%
13	COc1ccc(C=C2C(=O)N(C)C(=O)N(C)C2=O)c(OC)c1OC	2%
14	CCOc1ccc(CN2CCC(O)CC2)cc1	0%
15	Cc1cccc(C(=O)Nc2cccc(F)c2)c1	0%
16	O=C(/C=C/c1ccccc1)Nc1nccs1	6%
17	CC1[N+](=O)C(c2ccccc2)=C(c2ccccc2)N([O-])C1(C)C (stereo not given)	8%
18	O=C(Cc1ccc(Cl)cc1)N/N=C/c1ccc([N+](=O)[O-])o1	10%
19	O=C(N=Nc1c(O)[nH]c2ccc([N+](=O)[O-])cc12)c1ccc2c(c1)OCO2	48%
20	COc1cc(N/C=C(/C#N)c2nc(-c3cc4ccccc4oc3=O)cs2)c(OC)cc1Cl	4%
21	Cc1ccc(S(=O)(=O)N(CC(=O)Nc2ccccc2F)c2ccc(Br)cc2)cc1	15%
22	Nc1cccc(C(=O)Nc2ccc(C(=O)O)cc2)c1	0%
23	N#CC1=C(N)OC2=C(C(=O)CC(c3ccccc3)C2)C1c1cc(Br)cs1 (stereo not given)	0%
24	CCC/C(C(=O)OCC)=C(/C)NCCN/C(C)=C(\CCC)C(=O)OCC	8%
25	COc1cc2ccccc2cc1C(=O)Nc1cccc(-c2nc3cc(C)ccc3o2)c1C	14%
26	CC(=O)Nc1c(C)ccc2c1C(C)CC21CCCC1 (stereo not given)	5%
27	CC(=O)OCC12COCC(C(C)=CC1C)C2C (stereo not given)	14%
28	O=C(Oc1cccc(/C=C2\SC(=S)N(c3ccccc3)C2=O)c1)c1ccccc1	7%
29	O=C1NC(=S)N(c2ccc(Cl)cc2)C(=O)/C1=C/c1cc(Br)c(O)cc1O	9%
30	Cc1cc(C(=O)Nc2ccc(N3CCOCC3)cc2)ccc1[N+](=O)[O-]	4%
31	COc1ccccc1/C=N/NC(=O)c1cccc(F)c1	5%
32	CC(=O)Nc1ccc2c(c1)C(=O)OC2(c1ccc(N(C)C)cc1)c1ccc(N(C)C)cc1	17%
33	CCCCNCCCCOc1cccc(C)c1C	5%
34	CN1CCN(CCOCCOc2cccc3ccccc23)CC1	15%
35	O=C(N/N=C/c1ccc(OC(=O)c2sc3ccccc3c2Cl)cc1)c1ccc([N+](=O)[O-])cc1	4%
36	CCn1c(SCC(=O)OC)nc2sc3c(c2c1=O)CCC3	17%
37	CC(=O)Nc1nc(-c2cc(C)ccc2C)cs1	6%
38	CCc1ccc(-c2cc(C(=O)O)c3cc(Br)ccc3n2)s1	0%
39	O=C(Nc1ccc(NC(=O)c2ccccc2I)cc1)c1cccs1	5%
40	O=C1C(=O)N(c2ncc(S(=O)(=O)c3ccc([N+](=O)[O-])cc3)s2)C(c2ccc(F)cc2)/C1=C(\O)c1ccc(Cl)cc1 (stereo not given)	0%
41	C=CCN1C(=O)/C(=C\c2cccc(Cl)c2)C(=O)NC1=S	8%
42	CCOc1cc(/C=C2\SC(N3CCC(C)CC3)=NC2=O)ccc1O	30%
43	CC1=C(C(=O)Nc2ccc(Br)cc2)C(c2ccc(Br)cc2)NC(=S)N1 (stereo not given)	11%
44	COc1cccc2sc(NC(=O)c3cccc(Cl)c3)nc12	19%
45	Cc1cc(C)c2oc(-c3cccc(NC(=O)c4ccc([N+](=O)[O-])cc4Cl)c3C)nc2c1	2%
46	CC(C)CCNC(=O)NCCCCCCNC(=O)NCCC(C)C	0%
47	COc1ccc(C(=O)NC(Nc2ccc(Cl)cc2)C(Cl)(Cl)Cl)cc1 (stereo not given)	13%
48	COC(=O)COc1ccc(/C=C(/C#N)C(=O)Nc2ccccc2)cc1	8%
49	O=C1c2ccccc2C(=O)N1c1cccc(-c2nc3ccccc3o2)c1	9%
50	CCOC(=O)Oc1ccc2c(=O)c(Oc3ccc(C(C)(C)C)cc3)coc2c1	7%

Following part
#	Structure	RNase H inhibition
51	CCOC(=O)c1ccccc1NC(=O)c1ccc([N+](=O)[O-])cc1	3%
52	COc1ccc(OC)c(NC(=O)COc2ccc(Br)cc2C)c1	7%
53	Cc1ccccc1NC(=O)/C(C#N)=C\c1cccc(O)c1	8%
54	CC(=O)Nc1ccc(-n2c(C)cc(C=C3C(=O)N(C)C(=S)N(C)C3=O)c2C)cc1	45%
55	Cc1cc(-n2c(O)c(/C=C3\C=Nc4ccccc43)c(=O)[nH]c2=O)ccc1Br	9%
56	Cc1ccc2sc(-c3ccc(NC(=O)c4ccccc4)cc3)nc2c1	5%
57	O=C(Nc1cc(-c2nc3ccccc3s2)ccc1Cl)c1ccc(Cl)cc1	6%
58	COc1ccc(C2=C/C(=C/c3ccc(I)o3)C(=O)O2)cc1	6%
59	O=C1C(Cl)=C(NCc2ccccc2)C(=O)c2ccccc21	6%
60	Cc1ccc(/C=N/NC(=O)c2ccco2)o1	4%
61	CC1(C)CC(=O)C(C=Nc2ccc(F)c(F)c2)=C(O)C1	0%
62	COC(=O)CN(c1cccc(C)c1)S(=O)(=O)c1ccc(Cl)c(Cl)c1	32%
63	CCOc1ccc2ccccc2c1/C=C(\C#N)c1nc2ccccc2[nH]1	14%
64	Cc1ccc2[nH]c3nc(C)cc(C)c3c(=O)c2c1	8%
65	CCOc1ccc(-c2cc(C(=O)O)c3ccccc3n2)c(OCC)c1	11%
66	COc1cccc(N2C(=O)NC(=O)/C(=C/c3c(OC)ccc4ccccc34)C2=O)c1	18%
67	Cc1cccc(OCC(=O)Nc2cccc(C(=O)NCC(C)C)c2)c1	4%
68	COc1ccc(/C(O)=C2/C(=O)C(=O)N(CCCCCC(=O)O)C2c2cccc(F)c2)cc1 (stereo not given)	0%
69	N/C(=N\OC(=O)C12CC3CC(CC(C3)C1)C2)c1ccc([N+](=O)[O-])cc1	18%
70	COc1ccc(/C(O)=C2/C(=O)C(=O)N(CCCCCC(=O)O)C2c2ccc(F)cc2)cc1 (stereo not given)	0%
71	Cc1nnc(NC(=O)c2cc([N+](=O)[O-])ccc2Cl)s1	3%
72	CCOC(=O)c1sc(NC(=O)c2cc(-c3ccc(C)s3)nc3ccccc23)c(C#N)c1C	40%
73	O=C(NC(c1ccccc1)C(Cl)Cl)c1ccccc1 (stereo not given)	9%
74	O=C(/C=C/c1ccccc1)NC(=S)Nc1cc([N+](=O)[O-])cc(Cl)c1O	11%
75	COc1cc(S(=O)(=O)N2CCC(Cc3ccccc3)CC2)c(OC)cc1Br	1%
76	Cc1cc(Cl)ccc1NC(=O)C(N)=O	10%
77	C=C(C)COc1ccc2ccc(=O)oc2c1	7%
78	O=S(=O)(c1ccc(Br)c2ccccc12)N1CCN(Cc2ccccc2)CC1	14%
79	C=C(C)CSc1nc2c(c(=O)n1-c1ccc(OC)cc1)C1(CCCCC1)Cc1ccccc1-2	18%
80	O=[N+]([O-])CC(c1c[nH]c2ccccc12)S(=O)(=O)O (stereo not given)	3%
81	O=C1CS/C(=N\C(=O)N2c3ccccc3Sc3ccccc32)N1	11%
82	Cc1occc1C(=O)N/N=C/c1ccccc1Br	0%
83	O=c1[nH]c(/C=C/c2ccc(N3CCOCC3)cc2)nc(O)c1[N+](=O)[O-]	4%
84	COc1cc(/C=C(\NC(=O)c2ccccc2)C(=O)Nc2ccc(Cl)cc2)ccc1OC(C)=O	18%
85	CS(=O)(=O)N(CC(=O)NCC1CCCO1)c1cc(Cl)cc(Cl)c1 (stereo not given)	9%
86	CCC(C)(C)C1CCC2(CC1)NC(=S)N(C)N2 (stereo not given)	0%
87	COC(=O)c1ccc(OCC(O)Cn2c(C)[n+](C)c3ccccc32)cc1 (stereo not given)	10%
88	O=C(Nc1ccccc1C#Cc1ccccc1)c1ccco1	14%
89	CCc1nc2ccc(Oc3ccc4nc(CC)[nH]c4c3)cc2[nH]1	3%
90	COc1ccc(/C=C(\C#N)C(=O)Nc2ccc(F)cc2)c(OC)c1	4%
91	C/C(=N\NC(=O)c1cc(C(C)(C)C)[nH]n1)c1cccc([N+](=O)[O-])c1	11%
92	COc1cccc(OCCCNC(C)(C)C)c1	9%
93	Oc1ccc2ccccc2c1C=Nc1ccc2oc(-c3ccccc3Br)nc2c1	0%
94	CCOC(=O)C1=C(C)OC(N)=C(C#N)C1c1ccc(O)cc1 (stereo not given)	9%
95	COc1ccc(NC(=O)CCOc2ccccc2)c(OC)c1	5%
96	COc1cccc(-n2c(O)c(C=NCc3ccccc3F)c(=O)[nH]c2=O)c1	2%
97	O=C(O)CCC(=O)N1N=C(c2c(-c3ccccc3)c3cc(Cl)ccc3[nH]c2=O)CC1c1ccco1 (stereo not given)	4%
98	COc1ccc(NC(=O)CCN2CC(C)OC(C)C2)cc1 (stereo not given)	3%
99	O=C(NCCN1CCc2ccccc21)c1cccs1	5%
100	CN1C(=O)S/C(=C\c2ccc(OCc3ccc(Cl)c(Cl)c3)cc2)C1=O	33%

The list goes on.
#	Structure	RNase H inhibition
101	Cc1nc2cc(-c3ccccc3Cl)[nH]n2c(=O)c1C	26%
102	O=C1NC(=S)NC(=O)C1=Cc1ccc(OC(=O)c2ccc(Br)cc2)cc1	28%
103	CC(Sc1ccc(Cl)cc1)C(=O)Nc1ccc(F)cc1 (stereo not given)	10%
104	COc1ccccc1C(c1c(C)[nH]n(-c2ccccc2)c1=O)c1c(C)[nH]n(-c2ccccc2)c1=O	4%
105	C/C(=N\Nc1cc(-n2nc(C)cc2C)nc(C)n1)c1ccc(Br)cc1	2%
106	COc1cc(NC(=O)c2ccccc2)c(Cl)cc1NC(=O)c1c(C)c(C)c(C)c(C)c1C	17%
107	C=CCC(C)(c1ccccc1)/[N+]([O-])=C/c1ccccc1 (stereo not given)	0%
108	O=C1C=C(NCc2ccncc2)CC(c2ccccc2)C1 (stereo not given)	2%
109	N#Cc1c(NC(=O)c2ccco2)sc2c1CCCCC2	1%
110	CC1(C)CC(=NNC(N)=S)CC(C)(C)N1	4%
111	CN(C)/C=C/c1c(C=O)c2cc([N+](=O)[O-])ccc2n1C	5%
112	COc1ccc(NC(=O)COc2ccc(Br)cc2)cc1Cl	10%
113	Cc1ccc(NN=c2c(=O)c3ccccc3c2=O)cc1	0%
114	CCC(=O)Nc1ccc(NC(=O)c2cc3ccccc3o2)cc1	5%
115	COc1ccc(/C=C/C(=O)c2ccc(NC(=O)c3ccco3)cc2)cc1OC	0%
116	COc1cc(OC)c(C2SCCN2S(=O)(=O)c2ccc3cccc4c3c2CC4)cc1OC (stereo not given)	0%
117	C/C(=N\NC(=O)CN(c1cc(C)ccc1C)S(=O)(=O)c1ccccc1)c1cccs1	15%
118	O=C1CCC(=O)N1Cc1ccc(Cl)cc1	2%
119	COc1cc(/C=C2/SC(=S)N(c3ccccc3)C2=O)ccc1OS(=O)(=O)c1ccc(C)cc1	11%
120	COc1cccc(/C=C2/C(=O)NC(=O)N(c3ccc(Br)cc3)C2=O)c1O	18%
121	Cc1ccc(N=Cc2ccc(C=Nc3ccc(C)c(C)c3)cc2)cc1C	0%
122	COc1cc(CN2CCN(Cc3ccc(OC)c(OC)c3)CC2)cc(OC)c1	2%
123	CCn1c2ccccc2c2cc(CNc3ccc(F)cc3)ccc21	3%
124	CCOC(=O)COc1ccc(C=C2C(=O)NC(=S)NC2=O)cc1Br	12%
125	CC(NC(=O)c1ccc(C(=O)O)cc1C(=O)O)c1ccccc1 (stereo not given)	10%
126	O=C(CCc1ccccc1)NCCN1CCN(C(=O)CCc2ccccc2)CC1	7%
127	CCOc1ccc(N(CC(=O)Nc2cccc3cccnc23)S(=O)(=O)c2ccccc2)cc1	4%
128	Cc1ccc(N(CC(=O)N2CCC(C)CC2)S(C)(=O)=O)cc1Cl	13%
129	Cc1ccc(NC(=O)CC2S\C(=N/N=C/C=C/c3ccccc3)NC2=O)cc1Cl (stereo not given)	39%
130	CCCCOc1ccc(NC2=NC3(CCCCC3)N=C(N)N2)cc1	11%

High-throughput results deposited in PubChem by MTDP.
